# GalR3 antag: antagonists of human GalR3; HEK293 GalR3-CNG cAMP membrane potential fluorescence; galR3 body fused to GalR1 C-terminus; inhibition, % at 3 µM; 360,000 tested, 0.44% active; AID 651719;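 active = inhibition above the screen-wide average plus 3 SD, cut at about 13% in these data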;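 note: forskolin and galanin both at EC90 stimulate the cells; cAMP rise reported by CNG channel membrane potential dye signal; 0% = forskolin plus galanin with DMSO and 100% = forskolin alone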
# NS3 helicase inh: HCV NS3 helicase inhibition; 290,000 tested, 0.56% active; inhibition, % at 10.9 µM; NS3 helicase DNA unwinding, Cy5 molecular beacon fluorescence; AID 1800;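 active = inhibition above the mean of all tested compounds plus 3 SD, set per campaign, cut at about 35% in these data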;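 note: 0% = DMSO wells and 100% = thioflavine S control wells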
#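 Control set: DMSO versus 110 µM thioflavine S; Material: NS3 helicase fragment of HCV; Measured by: Cy5 fluorescence at 0 and 60 min, beacon hairpin quenching; Read-out basis: percent inhibition from t60/t0 fluorescence ratio; Times: reaction time 60 min, 25 °C; Repeats: single replicate; Compound dosing: single dose, 10.9 µM nominal final, DMSO 0.8% final.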
# DNA FID counter: displaces DNA intercalator in HCV helicase counter-screen; DNA fluorescent intercalator displacement, fluorescence; inhibition, % at 7.9 µM; 290,000 tested, 0.17% active; in the data active = inhibition above about 37%;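 note: 0% = vehicle and 100% = reference compound; higher means more ethidium bromide displaced from hairpin DNA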
# CRFR2-BP antag: CRF-BP/CRF-R2 complex antagonism; HEK293 CRF-R2/CRF-BP, CRF-induced calcium fluorescence; 350,000 tested, 0.59% active; AID 588475; inhibition, % at 11.8 µM;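 active = inhibition of the ligand-induced calcium signal above about 50% at the single tested concentration, limit read from the data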
# UBC9 SUMO inh: SUMOylation inhibition. 290,000 tested, 0.36% active. P63279. HTRF SUMOylation assay, SAE1/SAE2 + UBC9, in vitro. inhibition, % at 35 µM; in the data active = inhibition above about 50%, passing the limit was not always enough; note: strong numbers were not always called active
# Target sequence (P63279 whole entry, looked up): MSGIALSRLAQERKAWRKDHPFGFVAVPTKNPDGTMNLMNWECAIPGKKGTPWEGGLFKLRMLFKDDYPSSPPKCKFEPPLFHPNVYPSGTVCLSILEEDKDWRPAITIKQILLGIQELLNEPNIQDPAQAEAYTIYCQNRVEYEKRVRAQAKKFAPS
# CRFR2-BP ag: agonists of human CRF-binding protein/CRF-R2 receptor complex; HEK293 CRF-R2/CRF-BP, calcium dye fluorescence (FLIPR); percent of saturating CRF peptide response; activation, % at 13.2 µM; AID 588473; 350,000 tested, 0.46% active;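 active = activation of at least 50%, plus an integration ratio under a set limit after plate pattern correction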;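 note: plate controls were neutral control wells without compound for no effect and CRF at EC100 for full effect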
# MEKK2wt PB1 HTS: raises or lowers MEK5 binding to wildtype human MEKK2 PB1 domain | bead flow cytometry, Alexa488-MEK5 binding to MEKK2 WT; actives lie on both sides | Q9Y2U5 | binding response (% of control), % at 10 µM | 290,000 tested, 1.1% active | AID 1531; in the data active = binding response below about 67% or above about 130%
# MEKK2 mut-MEK5: signal of MEK5 binding to mutant human MEKK2 PB1 domain. bead flow cytometry, Alexa488-MEK5 binding to MEKK2 mutant. percent response, % at 10 µM. 290,000 tested, 0.35% active; in the data active = percent response above about 24%, passing the limit was not always enough; note: inactives centre near 1; some results filed as inactive read as strong as hits
# MEKK3 PB1 HTS: modulators (inhibitors or enhancers) of MEK5 binding to human MEKK3 PB1 domain. Q99759. bead-based flow cytometry, Alexa488-MEK5 binding to MEKK3; actives lie on both sides; 0 = blocked by unlabeled MEK5, 100 = vehicle. binding response (% of control), % at 10 µM. 290,000 tested, 1.4% active. AID 1529;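 active = binding response more than 3 SD above or below the average of its plate-row segment, actives on both sides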;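 note: Alexa488 bead fluorescence after subtracting the streptavidin-only scavenger bead signal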
# Target sequence (Q99759 whole entry, looked up, the tested form may be a part): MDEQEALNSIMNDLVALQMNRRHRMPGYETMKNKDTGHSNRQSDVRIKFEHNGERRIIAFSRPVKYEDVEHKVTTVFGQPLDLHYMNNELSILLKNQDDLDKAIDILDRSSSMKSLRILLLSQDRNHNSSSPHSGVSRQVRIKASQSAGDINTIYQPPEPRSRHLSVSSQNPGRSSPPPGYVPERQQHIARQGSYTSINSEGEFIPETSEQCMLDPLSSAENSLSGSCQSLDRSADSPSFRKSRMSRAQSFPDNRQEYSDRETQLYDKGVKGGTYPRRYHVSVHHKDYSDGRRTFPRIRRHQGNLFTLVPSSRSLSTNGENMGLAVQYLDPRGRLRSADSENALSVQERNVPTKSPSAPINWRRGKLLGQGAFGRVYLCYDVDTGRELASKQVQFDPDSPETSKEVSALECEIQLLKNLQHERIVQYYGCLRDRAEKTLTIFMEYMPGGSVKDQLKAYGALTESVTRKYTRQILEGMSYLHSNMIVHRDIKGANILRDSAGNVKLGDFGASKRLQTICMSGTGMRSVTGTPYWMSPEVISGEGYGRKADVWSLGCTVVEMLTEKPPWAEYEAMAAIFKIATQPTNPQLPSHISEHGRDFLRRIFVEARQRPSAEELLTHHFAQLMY
# Starred values were filed as active, the others as inactive; / = not tested or not shown. These rows are one share of the data (hit frequency here may not be typical).
smiles	MEKK2 mut-MEK5	CRFR2-BP antag	MEKK3 PB1 HTS	MEKK2wt PB1 HTS	NS3 helicase inh	CRFR2-BP ag	UBC9 SUMO inh	DNA FID counter	GalR3 antag
Cc1n[nH]c(=O)n1-c1ccc(OCc2ccccc2)cc1	2	9	97	98	-12	-0.4	4	-6	-7
Cc1ccc(CNC(=O)c2ccc([N+](=O)[O-])o2)cc1	4	19	100	101	8	0.1	34	1	3
Cc1cnc(C(=O)OCC(=O)Nc2oc(-c3ccccc3)c(-c3ccccc3)c2C#N)cn1	7	-10	100	103	-2	-1.8	-3	10	-4
O=C(O)c1cc2nc(-c3ccccc3)cc(C(F)(F)F)n2n1	2	-4	100	96	4	0.6	6	-1	-5
COc1ccc(N(CC(=O)N/N=C(\C)c2ccc(OC)c(OC)c2)S(=O)(=O)c2ccccc2)cc1	11	17	106	108	-4	-4.2	-12	-32	-3
COc1cc(C(=O)Nc2ccc(OCC(=O)N3CCOCC3)cc2C)cc(OC)c1OC	2	14	102	99	10	13	1	-31	-6
COc1ccc(NC2=CC(=O)CC(C)(C)C2)cc1OC	5	-1	97	99	3	-0.5	12	-5	-8
CC(C)(C)OC(=O)N1CCC[C@H]1c1nnc(SCC(=O)Nc2cccc(Cl)c2)o1	3	-4	102	102	-4	0.1	5	-33	-4
CCOC(=O)Cc1csc(NC(=O)c2cccc(OC)c2)n1	6	-8	108	115	-2	-0.9	-5	-2	-3
CN(C)[C@@H](CO)c1nnc([C@H](CC(=O)O)NC(=O)C2CCNCC2)o1	5	12	101	102	-4	-0.8	9	-6	-3
FC(F)(F)C(Oc1nc(NC2CCCCC2)nc(N2CCOCC2)n1)C(F)(F)F	-8	-10	95	96	-7	0.1	-29	-14	-6
Cn1c(CNC(=O)C(Cc2ccccc2)NC(=O)c2ccccc2)cc(=O)n(C)c1=O (centres undefined)	0	-4	101	101	2	-0.6	/	-7	1
Cc1ccc(S(=O)(=O)c2nc(NC3CCS(=O)(=O)C3)sc2Cl)cc1 (centres undefined)	0	0	109	109	5	-1.9	18	-5	-8
Fc1ccc(Nc2nc(Oc3ccccc3F)nc(N3CCCC3)n2)cc1	12	-70	103	114	-2	6.2	-25	-5	-7
Nc1nc2n(n1)C(=O)CC(c1ccccc1)N2 (centres undefined)	4	18	105	105	-3	1.8	3	-3	1
CC(C)(C)NC(=O)C(c1cccs1)N(C(=O)c1csnn1)c1ccccc1F (centres undefined)	-4	-12	97	93	8	1.8	11	-12	-1
CN(C)/N=C/c1ccc(P(c2ccc(/C=N/N(C)C)o2)c2ccc(/C=N/N(C)C)o2)o1	-1	8	92	96	10	1.0	-2	-22	2
CCCCCCC(=O)N/N=C(\C)Cc1ccccc1	-1	-7	112	103	1	-0.3	4	-7	-6
COc1ccc(NC(=O)NCc2ccc(Cl)cc2)cc1	4	0	104	107	-3	0.1	8	-9	-1
O=C(COC(=O)C1CCN(S(=O)(=O)c2cccs2)CC1)Nc1ccccc1Br	-3	-16	104	96	-6	1.9	-3	-13	2
COc1cc(OC)c(/C=N/NC(N)=S)cc1Br	-2	3	98	100	13	-1.2	-2	1	0
CSc1nc(N(C)NC(=O)c2ccc(F)cc2)c2ccccc2n1	3	-5	107	107	0	-1.6	1	-7	1
O=C(COc1ccccc1)Nc1ncccn1	-5	-6	94	95	7	0.5	11	-1	-3
COc1ccc(Cl)cc1NC(=O)C(C)OC(=O)c1ccc(NS(=O)(=O)c2ccc3[nH]c(=O)[nH]c3c2)cc1 (centres undefined)	1	6	99	102	-15	-0.3	-34	-5	12
CC(C)(C)NC(=O)Cn1c(SCC(=O)NC2CC2)nc2ccccc21	3	-2	97	99	17	-0.7	20	-15	-6
Cc1ccc(CSc2ccc(-c3cccs3)nn2)cc1	16	12	98	101	11	-0.6	23	-1	-2
Cn1c(=O)[nH]c(=O)c2c1nc(N1CCCC1)n2CC(O)COc1ccccc1 (centres undefined)	2	12	107	105	5	-1.3	10	-14	1
Cc1ccc(NC(=O)c2ccccc2CCc2ccccc2)c(C)c1	3	-19	100	103	-4	1.2	10	-4	-5
COCCN1Cc2cccc(C(=O)Nc3c(C)cc(C)cc3C)c2C1=O	13	-1	105	106	4	5.8	7	-5	-2
CN1C(=O)/C(=C/c2ccc(O)c([N+](=O)[O-])c2)N(C)C1=S	-2	19	95	98	6	-0.3	-10	3	6
CCn1c(COc2ccccc2C)nnc1SCC(=O)N1CCC(C)CC1	-7	-40	104	111	-3	-6.6	-2	-28	-7
Cc1ccc(CNC(=O)CCSCc2ccccc2C)cc1	4	8	102	108	-8	-1.1	7	-33	-7
CC(=O)N1c2ccc(S(=O)(=O)N3CCCC(C(=O)Nc4cccc(F)c4)C3)cc2CC1C (centres undefined)	4	33	100	106	-10	-5.0	12	-39	/
COC(=O)C1=NN(c2ccccc2)C2(S1)SC(C(C)=O)=C(C)N2c1ccccc1 (centres undefined)	2	65*	109	104	-7	-1.1	-15	-1	-2
CC(C)N(C(=O)CSc1nc2ccccc2n1-c1ccccc1)C(C)C	1	32	103	102	-8	-0.6	-31	-36	-6
CCOC(=O)c1sc(NC(=O)CSc2nc3c(c(-c4ccc(OC)cc4)c2C#N)CCCC3)c(C#N)c1C	3	-13	101	103	-4	0.7	-8	-3	2
CCOC(=O)C1CCN(c2ncnc3c2[nH]c2cccc(OC)c23)CC1	1	17	103	107	3	-7.1	37	8	-4
CCn1ccc(C(=O)N2CCOCC2)n1	0	1	99	100	5	-0.8	16	1	-3
CCCCC[C@H]1CN(CCc2ccccc2)C(=O)[C@@H]1CC(=O)NCc1ccc(OC)cc1	-8	-3	101	95	-3	0.8	-6	-45	-7
CCC1NC(=S)NC(C)=C1C(=O)c1ccccc1 (centres undefined)	-7	12	97	84	-12	3.3	0	-13	-5
Cc1cc(N2CCN(c3ccc([N+](=O)[O-])c4cccnc34)CC2)c2ccccc2n1	-3	-58	90	91	-5	-0.6	-9	6	/
O=C(Nc1ccccc1C(=O)Nc1ccc(F)cc1)c1ccco1	-6	2	93	91	0	3.4	-7	-18	-3
O=C(Nc1ncn[nH]1)c1ccc(Cl)c(S(=O)(=O)N2CCCCCC2)c1	3	0	106	102	2	0.9	31	-2	3
O=C(CCCn1c(=S)[nH]c2ccsc2c1=O)Nc1ccc2c(c1)OCCO2	-15	1	80	84	-5	-2.8	12	-1	1
Cc1ccc(S(=O)(=O)N2CCN(c3nc(C)c4c(c3C#N)CC(C)(C)OC4)CC2)cc1	2	8	101	98	0	1.4	15	-11	1
Cc1ccc(C(=O)N2CCC3(CC2)Oc2ccc(F)cc2C(=O)C32CC(c3ccccc3)=NO2)s1 (centres undefined)	3	0	108	95	/	6.2	1	/	-6
COc1ccc(N2CCN(C(=O)C3CCN(S(=O)(=O)c4ccc(C)cc4)CC3)CC2)cc1	2	-5	106	101	7	-0.8	4	-19	4
Cc1nc2ccccc2n1C(=O)c1cc(-c2ccc(Br)cc2)nc2ccccc12	-6	7	91	94	5	3.6	-7	-1	0
CNC(=S)NNC(=O)Cc1ccc(OC)c(OC)c1	11	6	103	106	-8	-0.2	38	4	-1
COc1cc(/C=N/NC(=O)c2cccnc2)ccc1OC(=O)c1cc(OC)c(OC)c(OC)c1	-3	-11	101	97	-4	0.8	4	-36	-8

# Some of these compounds in order of their number in MEKK2 mut-MEK5, descending:
Compound,MEKK2 mut-MEK5,CRFR2-BP antag,MEKK3 PB1 HTS,MEKK2wt PB1 HTS,NS3 helicase inh,CRFR2-BP ag,UBC9 SUMO inh,GalR3 antag
Cc1ccc(NC(=O)c2ccccc2CCc2ccccc2)c(C)c1,3,-19,100,103,-4,1.2,10,-5
COC(=O)C1=NN(c2ccccc2)C2(S1)SC(C(C)=O)=C(C)N2c1ccccc1 (centres undefined),2,65*,109,104,-7,-1.1,-15,-2
CN1C(=O)/C(=C/c2ccc(O)c([N+](=O)[O-])c2)N(C)C1=S,-2,19,95,98,6,-0.3,-10,6

# (cont.)
smiles	MEKK2 mut-MEK5	CRFR2-BP antag	MEKK3 PB1 HTS	MEKK2wt PB1 HTS	NS3 helicase inh	CRFR2-BP ag	UBC9 SUMO inh	DNA FID counter	GalR3 antag
O=C(C1CCN(S(=O)(=O)c2ccc(Br)s2)CC1)N1CCCCC1	1	4	101	101	-9	1.2	3	-27	-2
Cc1cc(C)c2oc(-c3ccc(C)c(NC(=S)NC(=O)c4cccs4)c3)nc2c1	-4	3	97	93	-3	1.7	22	-4	-5
Cc1ccc(/C=N/NC(=O)CNC(=O)c2cccs2)o1	-8	-1	100	101	-14	0.7	6	-1	2
COc1ccc(CCNC(=O)COC(=O)COc2ccc(Cl)cc2)cc1OC	-2	11	98	96	-24	2.4	7	-17	-4
CCC(C)(C)NC(=O)CN(C(=O)c1snc(C(N)=O)c1N)c1ccc2nc(C)sc2c1	-4	6	98	96	-2	-1.0	3	-27	-4
Cc1ccc(OCC(=O)N/N=C/C=C/c2ccco2)cc1	3	-37	105	101	13	4.2	-16	-13	-2
COC(=O)c1oc2ccc(Cl)cc2c1N	0	-9	100	97	-3	-0.4	29	0	-4
CCOc1cc(CNCc2cccnc2)cc(Br)c1OCC(N)=O	4	9	103	107	-3	1.1	9	3	-4
CC1CCc2c(C(=O)NCc3ccco3)csc2C1 (centres undefined)	8	19	101	107	0	-3.4	-20	-10	5
COc1ccc(/C=N/N(C)c2cc(=O)n(C)c(=O)[nH]2)cc1OC	1	-14	101	100	0	-1.2	10	-15	-1
O=C(NC1CCCc2ccccc21)c1ccccn1 (centres undefined)	-2	5	93	95	-2	-0.3	19	-13	-10
Cc1c(NC(=O)C(C)Oc2ncnc3ccccc23)c(=O)n(-c2ccccc2)n1C (centres undefined)	-1	1	104	101	0	-0.5	-7	-2	-1
COc1cnc(-c2ccccn2)nc1N(C)C	0	31	90	93	9	-3.6	-34	-5	-4
CCN(CC)S(=O)(=O)c1cccc(N=Nc2sc(N)nc2C)c1	7	-9	100	102	-1	-0.3	4	-12	-8
CC(=O)C1=C(c2ccccc2)NC(=S)NC1c1ccc(O)c(O)c1 (centres undefined)	0	-17	98	93	14	1.7	-8	-3	-7
COc1ccc(CNC(=O)CN(Cc2ccco2)C(=O)CNS(=O)(=O)c2ccc(F)cc2)cc1	-1	5	99	97	-14	-1.4	-1	-28	-8
O=C(NNC(=O)C1CCN(Cc2ccc(Cl)c(Cl)c2)CC1)c1cccs1	9	-15	101	104	6	-0.6	10	-1	-5
CN(C)S(=O)(=O)N1CCC(n2nccc2NC(=O)CCc2ccccc2)CC1	-2	12	95	99	-4	3.4	24	-7	-1
Nc1ccccc1Nc1ccccc1	1	5	102	101	-16	8.6	34	-2	-3
CC1(C)Cc2c(sc(NC(=O)C(=O)NCC3CCCO3)c2C(N)=O)CO1 (centres undefined)	5	-6	103	106	6	0.0	4	-31	-6
CC/C(=C\C(=O)c1ccncc1)Nc1ccc(Br)cc1	-3	-1	94	95	-4	1.6	1	-2	-1
CCOc1ccc(N(CC(=O)NC2CCCC2)C(=O)c2ccc(C)s2)cc1	-1	5	99	96	-2	-0.1	6	-37	-6

# Bioassay records (PubChem BioAssay)
